Source: PubChem (several laboratories)
SRC1 inh: human NCOA1 inhibition. Q15788. HEK293 GAL4-SRC1 luciferase reporter, luminescence. inhibition, % at 3.6 µM. 0.12% of 360,000 active;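 active = inhibition above the campaign mean plus 3 SD, with each screening campaign given its own cutoff, cut at about 60% in these data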;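 note: 0% = DMSO treated cells and 100% = gossypol at 36 µM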
TLR9-MyD88 block: blocks human TLR9 binding to MyD88; Q9NR96+Q99836; CHO BLA complementation TLR9-MyD88, CCF4 FRET ratio; 0.21% of 340,000 active; inhibition, % at 4.98 µM;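 active = inhibition above the mean over all tested compounds plus 3 SD, cut at about 21% in these data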;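 note: 0% = DMSO only wells and 100% = clavulanate BLA inhibitor control wells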
TROY NFkB inh: blocks TROY-dependent signaling in reporter cells; Q293 LMP1-TROYcd NF-kB luciferase reporter, 4 h; 0.98% of 360,000 active; inhibition, % at 10 µM; AID 1347056;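 active = compounds whose plate-normalised and pattern-corrected inhibition of the luciferase reporter signal at the single screening dose is 50% or more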
COUP-TFII inh: blocks human COUP-TFII nuclear receptor; P24468; HEK293T NGFI-A luciferase reporter, luminescence; 0.7% of 370,000 active; inhibition, % at 8.6 µM; AID 686940;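 active = inhibition above a per-plate cutoff, mean inhibition of test wells between control levels plus 3 SD, cut at about 38% in these data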;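 note: cells cotransfected with COUP-TFII expression vector driving the NGFI-A reporter; 0% = median of COUP-TF2 test wells and 100% = reporter-only cells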
NR5A2 inv ag: suppresses constitutive activity of human LRH-1. 0.13% of 360,000 active. inhibition, % at 3.6 µM. HEK293T StAR-luciferase reporter, LRH-1 transfected, 24 h. O00482;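 active = inhibition above the mean inhibition of all tested compounds plus 3 SD, cut at about 73% in these data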;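 note: 0% = DMSO wells and 100% = reporter-only cells lacking LRH-1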
TWEAK-Fn14 inh: blocks TWEAK-Fn14 interaction in a reporter cell assay | AID 1159606 | inhibition, % at 10 µM | TWEAK-stimulated Fn14 reporter cells, luciferase luminescence, 8 h | 2% of 360,000 active; in the data active = inhibition above about 50%
SRC3 inh: human NCOA3 inhibition; Q9Y6Q9; inhibition, % at 3.6 µM; HEK293 GAL4-SRC3 luciferase reporter, luminescence; 0.17% of 360,000 active;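 active = inhibition above a per-campaign cutoff, the mean of all compounds plus 3 SD, cut at about 60% in these data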;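 note: 0% = DMSO-treated cells and 100% = gossypol-treated cells at 36 µM; higher means less SRC3-driven luciferase light from the GAL4 reporter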
ABHD5 PLIN5 PPI: blocks binding of human ABHD5 to perilipin-5. Q00G26+Q8WTS1. Split G. princeps luciferase complementation, luminescence, 4 h. inhibition, % at 4 µM. 0.78% of 360,000 active;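 active = inhibition above the mean inhibition across every tested compound plus 3 SD, cut at about 22% in these data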;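 note: 0% = DMSO only wells and the 100% control is not disclosed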
Target sequence (Q00G26 whole entry, looked up): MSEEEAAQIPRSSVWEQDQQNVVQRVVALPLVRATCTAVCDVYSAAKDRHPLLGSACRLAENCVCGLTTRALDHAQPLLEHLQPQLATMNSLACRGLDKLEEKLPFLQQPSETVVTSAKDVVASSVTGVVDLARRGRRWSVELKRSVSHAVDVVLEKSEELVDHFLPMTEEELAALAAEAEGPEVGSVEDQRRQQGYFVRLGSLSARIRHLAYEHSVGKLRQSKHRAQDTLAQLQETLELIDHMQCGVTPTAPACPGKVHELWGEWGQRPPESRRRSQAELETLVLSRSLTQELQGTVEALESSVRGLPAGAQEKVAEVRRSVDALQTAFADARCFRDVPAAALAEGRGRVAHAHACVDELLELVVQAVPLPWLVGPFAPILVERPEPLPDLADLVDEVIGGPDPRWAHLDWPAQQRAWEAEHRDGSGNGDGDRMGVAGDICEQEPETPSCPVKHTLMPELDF
Target sequence (Q8WTS1 whole entry, looked up): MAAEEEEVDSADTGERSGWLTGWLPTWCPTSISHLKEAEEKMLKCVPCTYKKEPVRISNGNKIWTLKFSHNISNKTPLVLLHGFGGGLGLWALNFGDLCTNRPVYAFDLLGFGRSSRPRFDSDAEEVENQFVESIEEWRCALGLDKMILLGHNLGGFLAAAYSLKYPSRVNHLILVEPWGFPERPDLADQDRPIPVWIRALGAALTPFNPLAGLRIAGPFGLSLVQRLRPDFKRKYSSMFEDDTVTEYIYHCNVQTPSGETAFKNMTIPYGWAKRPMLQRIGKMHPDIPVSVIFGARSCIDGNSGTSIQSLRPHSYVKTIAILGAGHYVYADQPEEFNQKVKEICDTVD
NCOA2 inhibitor: inhibits human steroid receptor coactivator 2. Q15596. HEK293 GAL4-SRC2 luciferase reporter, luminescence. inhibition, % at 9 µM. 0.17% of 370,000 active. AID 651957;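 active = inhibition above the mean inhibition of all tested compounds plus 3 SD, set per campaign, cut at about 52% in these data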;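 note: 0% = DMSO treated cells and 100% = cells given Gossypol at 36 µM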
Granule exo inh: lytic granule exocytosis inhibition; TALL-104 LAMP-1 surface exposure, flow cytometry; cells stimulated with thapsigargin and PMA; inhibition, % at 10 µM; 0.66% of 360,000 active; AID 651702;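 active = inhibition above about 55%, limit read from the data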
NOD2 RIPK2 PPI: NOD2-RIPK2 protein interaction inhibition; inhibition, % at 4.98 µM; 0.38% of 360,000 active; O43353; CHO BLA complementation NOD2-RIPK2, CCF4 ratio; in the data active = inhibition above about 21%;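 note: 0% = vehicle only and 100% = reference blocker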
* hit, by the source's call; · = no result given. Only part of the results is shown; count on the stated rates, not on these rows.

SMILES | SRC1 inh | TLR9-MyD88 block | TROY NFkB inh | COUP-TFII inh | NR5A2 inv ag | TWEAK-Fn14 inh | SRC3 inh | ABHD5 PLIN5 PPI | NCOA2 inhibitor | Granule exo inh | NOD2 RIPK2 PPI
COc1cc(NC(=O)C2CCCN2C(=O)C2CCC(C)CC2)cc(OC)c1OC (stereo not given) | 10 | -1 | 8 | 13 | 9 | -1 | 8 | 3 | -1 | 11 | -2
Cc1ccc(S(=O)(=O)NCCCCCC(=O)N(C)C)cc1 | -41 | 2 | -6 | -26 | 12 | 6 | 6 | 3 | 12 | 3 | -2
Cc1cc(C)c(C(=O)N2CCCC(CNS(=O)(=O)c3cccs3)C2)o1 (stereo not given) | 3 | -3 | 7 | -7 | -11 | 7 | 1 | -4 | -1 | 8 | 2
C=CCNC(=O)c1onc(CSc2ccc(F)cc2)c1C(=O)NCCOC | -1 | -7 | 3 | -16 | 4 | -4 | 1 | -10 | -6 | -6 | -10
Cc1ccc(-n2c(=O)[nH]c3c(C(N)=O)nc(C(C)C)nc32)cc1 | -9 | -2 | -14 | -17 | 9 | -8 | 7 | -1 | -12 | -10 | -4
Cc1ccc(S(=O)(=O)N2CCCC(C(=O)N3CCN(C)CC3)C2)cc1 (stereo not given) | -8 | 2 | 0 | 8 | 9 | -8 | 4 | 1 | -5 | -4 | 5
Cc1ccc(CSc2nnc(-c3ccccn3)n2N)cc1 | -14 | · | -45 | -36 | -5 | -15 | 4 | -5 | 7 | 10 | -3
Cc1cc(NC(=O)c2ccc(S(=O)(=O)N(C)C)cc2)n(-c2ccccn2)n1 | -11 | -7 | -4 | -11 | 6 | 19 | -9 | 3 | -14 | 0 | -3
COCCn1nnnc1C(c1cc2cccc(C)c2[nH]c1=O)N1CCN(c2ccccc2F)CC1 (stereo not given) | 2 | -7 | -13 | -5 | 11 | 6 | 5 | -5 | 7 | -1 | -5
CCOc1cccc2sc(=NC(=O)CCS(=O)(=O)c3ccc(F)cc3)n(C)c12 | 6 | 0 | 18 | 7 | 11 | 12 | 2 | 1 | -11 | 8 | -2
CC(=O)c1cc2c(cc1NC(=O)CCc1ccccc1)OCO2 | -31 | 0 | -32 | -9 | -15 | -1 | 7 | 2 | -15 | 0 | -2
CCc1ccc([C@H]2[C@@H]3C(=O)C[C@@H]4C(=O)N(C5CCCCC5)C(=O)[C@@H]4[C@@H]3CN2S(=O)(=O)c2ccc(C)cc2)cc1 | 1 | · | 20 | 13 | -7 | -56 | -9 | -12 | -17 | -4 | 7
COc1ccccc1C(=O)N/C(=C\c1ccc(Br)cc1)C(=O)NCCO | 1 | 5 | -12 | -5 | -12 | 14 | -6 | 0 | 20 | 0 | -3
CC(C)(C)c1ccc(OCCC(=O)Nc2cccc(S(=O)(=O)N3CCCC3)c2)cc1 | 11 | 6 | 28 | 20 | 0 | 19 | -5 | -15 | 8 | -1 | 1
Cc1cc(-c2cc(NC=O)c3ncc(-c4cccc(C(=O)NCCN(C)C)c4)n3c2)cc(C)c1O | 1 | · | 10 | -5 | 14 | -38 | -25 | 5 | 15 | -7 | 13
COc1ccc(CNC(=O)c2ccc3nccnc3c2)cc1 | -56 | -6 | 18 | 8 | 6 | -16 | 10 | -5 | 1 | 2 | -2
C=CCn1c(SCC(=O)N2CCOCC2)nc2ccccc2c1=O | -28 | -15 | 11 | 4 | -1 | -8 | -28 | -2 | -6 | -8 | 2
Cc1ccc(-n2c(Cc3cccs3)nnc2SCC(=O)Nc2ccc(F)c(F)c2)cc1 | -4 | -6 | 31 | · | 5 | 2 | -7 | -1 | · | 18 | -3
COc1ccc(CN2C(=O)c3cccc4cccc(c34)C2c2nc3ccccc3[nH]2)cc1 (stereo not given) | · | · | -50 | 3 | 17 | -31 | · | -4 | 2 | -3 | -4
O=C(NCCc1ccccc1)c1nc(CS(=O)(=O)c2ccc(Cl)cc2)no1 | 7 | -13 | 3 | 20 | -3 | 16 | -8 | -5 | 25 | -2 | -3
CC1CCc2c(sc(NC(=O)c3c([N+](=O)[O-])cnn3C)c2C(N)=O)C1 (stereo not given) | -8 | 1 | -4 | -23 | -5 | -19 | 7 | -3 | -14 | 0 | 1
COC(CNC(=O)c1ccc2c(c1)ncn2-c1ccc(C)cc1C)OC | 7 | 5 | -5 | -7 | 15 | 8 | 10 | 8 | -12 | -8 | 4
CN1C(=O)c2ccc(NC(=O)CSc3ccccc3)cc2C1=O | -17 | 10 | -36 | -12 | -22 | -8 | -15 | 4 | 5 | -2 | 8
CCOC(=O)c1cc2c(C(F)(F)F)cc(-c3cccnc3)nc2o1 | -5 | 0 | -8 | 3 | 6 | 1 | 18 | 0 | -13 | -4 | 2
O=C(CN1C(=O)CCS(=O)(=O)c2ccccc21)NCc1ccc2c(c1)OCO2 | 12 | 14 | 7 | -1 | -5 | -4 | 2 | 2 | -8 | 4 | -3
Clc1cccc2sc(N3CCN(c4ccccc4)CC3)nc12 | -31 | 10 | -35 | -16 | -31 | -23 | -36 | -11 | -25 | -1 | -7
O=C(Nc1ccccc1)OCc1cc(-c2ccccc2Cl)on1 | -62 | 3 | -51 | -11 | -88 | -46 | -77 | -8 | -36 | -4 | -6
COc1ccc(-c2cc(C(=O)NC(C)c3ccccn3)c3ccccc3n2)cc1OC (stereo not given) | -10 | -8 | 6 | 8 | 12 | -6 | -2 | 0 | -11 | -1 | 8
COc1ccc2[nH]c(C(=O)O)c(NS(=O)(=O)c3ccc(F)cc3)c2c1 | -32 | 2 | -13 | 7 | 10 | -4 | 14 | -14 | -23 | 2 | 8
Cc1ccc(C(=O)OC(C)CN2CCN(C)CC2)cc1 (stereo not given) | -27 | -11 | -13 | -35 | -11 | -13 | -5 | 3 | -24 | -2 | 0
Cc1cccc(NC(=S)NC(C)C(c2ccccc2)N2CCN(C)CC2)c1C (stereo not given) | 18 | 1 | -10 | -3 | 0 | 8 | 16 | 10 | -10 | -2 | -5
COC(=O)[C@H]1[C@H](C(=O)OC)[C@@H](C(=O)OC)N(c2ccc(OC)cc2)[C@@H]1C(=O)OC | 5 | 5 | 3 | 0 | 7 | -9 | 5 | -4 | -5 | -1 | -4
COc1cc(OC)cc(C(=O)NCCCCc2ccccc2)c1 | 2 | 3 | -8 | 6 | -5 | 11 | 18 | -7 | 22 | 2 | 2
Cc1cccc(/C=N/n2c(C)nc3ccccc3c2=O)c1 | 3 | -15 | -34 | -10 | -4 | -37 | -2 | 1 | -4 | 2 | -13
Cn1c(O)c(/C=N/NC(=O)c2cc3ccccc3cc2O)c2ccccc21 | -32 | 31* | 16 | -3 | -10 | 9 | -54 | -4 | -22 | 83* | 17
COc1cc(C(Nc2ccccn2)c2c(NC(=O)c3ccco3)sc(C)c2C)cc(OC)c1OC (stereo not given) | -30 | 4 | -9 | -29 | -50 | 0 | -6 | 0 | -22 | -2 | 7
Cc1cnc([N+](=O)[O-])n1CCOC(=O)NC(=O)c1ccccc1Cl | 10 | -5 | -11 | 11 | -8 | 0 | 22 | 3 | 16 | -1 | 5
COc1cc(/C=N/NS(=O)(=O)c2ccc(C)c([N+](=O)[O-])c2)cc([N+](=O)[O-])c1O | -14 | -3 | 13 | -4 | 3 | -4 | -4 | 9 | 10 | 4 | 6
CC(C)CCC(CC(C)O)C(=O)NNC(=S)Nc1ccccc1 (stereo not given) | 0 | 3 | -10 | -2 | -8 | 5 | 14 | -3 | 15 | 43 | -6
O=C1NC(c2ccc3c(c2)OCO3)Nc2ccccc21 (stereo not given) | -40 | 1 | -43 | -23 | -18 | -19 | -38 | -3 | -26 | -2 | -6

Reformatted: entries from further up.
canonical_smiles,SRC1 inh,TLR9-MyD88 block,TROY NFkB inh,COUP-TFII inh,NR5A2 inv ag,TWEAK-Fn14 inh,SRC3 inh,ABHD5 PLIN5 PPI,NCOA2 inhibitor,Granule exo inh,NOD2 RIPK2 PPI
COc1ccc2[nH]c(C(=O)O)c(NS(=O)(=O)c3ccc(F)cc3)c2c1,-32,2,-13,7,10,-4,14,-14,-23,2,8
Cc1ccc(C(=O)OC(C)CN2CCN(C)CC2)cc1 (stereo not given),-27,-11,-13,-35,-11,-13,-5,3,-24,-2,0
Cc1cccc(NC(=S)NC(C)C(c2ccccc2)N2CCN(C)CC2)c1C (stereo not given),18,1,-10,-3,0,8,16,10,-10,-2,-5
COC(=O)[C@H]1[C@H](C(=O)OC)[C@@H](C(=O)OC)N(c2ccc(OC)cc2)[C@@H]1C(=O)OC,5,5,3,0,7,-9,5,-4,-5,-1,-4
COc1cc(OC)cc(C(=O)NCCCCc2ccccc2)c1,2,3,-8,6,-5,11,18,-7,22,2,2
Cc1cccc(/C=N/n2c(C)nc3ccccc3c2=O)c1,3,-15,-34,-10,-4,-37,-2,1,-4,2,-13
Cn1c(O)c(/C=N/NC(=O)c2cc3ccccc3cc2O)c2ccccc21,-32,31*,16,-3,-10,9,-54,-4,-22,83*,17
COc1cc(C(Nc2ccccn2)c2c(NC(=O)c3ccco3)sc(C)c2C)cc(OC)c1OC (stereo not given),-30,4,-9,-29,-50,0,-6,0,-22,-2,7
Cc1cnc([N+](=O)[O-])n1CCOC(=O)NC(=O)c1ccccc1Cl,10,-5,-11,11,-8,0,22,3,16,-1,5
COc1cc(/C=N/NS(=O)(=O)c2ccc(C)c([N+](=O)[O-])c2)cc([N+](=O)[O-])c1O,-14,-3,13,-4,3,-4,-4,9,10,4,6
CC(C)CCC(CC(C)O)C(=O)NNC(=S)Nc1ccccc1 (stereo not given),0,3,-10,-2,-8,5,14,-3,15,43,-6
O=C1NC(c2ccc3c(c2)OCO3)Nc2ccccc21 (stereo not given),-40,1,-43,-23,-18,-19,-38,-3,-26,-2,-6

Other compounds follow:
SMILES | SRC1 inh | TLR9-MyD88 block | TROY NFkB inh | COUP-TFII inh | NR5A2 inv ag | TWEAK-Fn14 inh | SRC3 inh | ABHD5 PLIN5 PPI | NCOA2 inhibitor | Granule exo inh | NOD2 RIPK2 PPI
O=C(c1cc2cc(C(F)(F)F)ccc2s1)N1CCOCC1 | -14 | 6 | 0 | 4 | 2 | -7 | 8 | -1 | 5 | 2 | 11
Cc1ccc(/C=N/NC(=O)c2c[nH]c3ccccc23)s1 | -87 | -9 | -77 | -18 | -91 | -9 | -51 | 2 | -19 | -3 | -14
CC(C)(C)c1ccc(CC(=O)N2CCC2(C)C(=O)NS(=O)(=O)c2ccc(Cl)cc2)cc1 (stereo not given) | 10 | · | 13 | 0 | 8 | -2 | -1 | -5 | -2 | 4 | 3
O=C(O)/C=C/c1ccc(OCCCF)cc1 | -4 | 11 | -9 | 7 | -10 | 1 | 22 | 2 | -13 | 0 | 7
COc1ccc(C(=O)NC(=S)NNC(=O)c2cnccn2)cc1OC | 8 | -3 | 0 | 5 | -3 | -4 | 22 | -1 | 7 | -2 | -13
